Bioassay records from PubChem.
Growth percent in the NCI-60 one-dose screen (48 h, 10 µM unless noted): 100 = growth as untreated, 0 = no growth, -100 = all killed.
SK-MEL-2: SK-MEL-2 melanoma. hit rate 4.7% among 77,000
UACC-62: UACC-62 melanoma | hit rate 5.4% among 81,000 | AID 1794756
BT-549: BT-549 breast cancer. hit rate 4.4% among 78,000. AID 1794793
T-47D: T-47D breast cancer | hit rate 5% among 79,000
MALME-3M: MALME-3M melanoma; hit rate 5.8% among 78,000; AID 1794766
HS 578T: HS 578T breast cancer | hit rate 4.1% among 78,000 | AID 1794788
SK-MEL-28: SK-MEL-28 melanoma; hit rate 4.1% among 81,000; AID 1794761
UACC-257: UACC-257 melanoma. hit rate 4.4% among 78,000
The depositor's hits bear a star; nt = not tested or not shown; & = joins results of further samples; [ ] = remark or other dose. How the source made its calls: active means growth percent below 10; inactive means the rest.

Each structure is followed by: SK-MEL-2	UACC-62	BT-549	T-47D	MALME-3M	HS 578T	SK-MEL-28	UACC-257
- CSc1ccc2c(c1)N(CCC1CCCCN1C)c1ccccc1S2 (centres undefined)
  89	nt	68	nt	73	48	82	33
- COC(=O)CC(=O)c1cccc([N+](=O)[O-])c1
  106	102	106	90	113	106	107	99
- O=C1c2ccccc2C(=O)N1CNc1ccc(Cl)cn1
  107	113	107	105	114	121	118	107
- CNc1nc2ccccc2n2c(-c3ccc(O)c(O)c3)cnc12
  3.7*	4.8*	-22*	42	16	1.8*	23	57
- NS(=O)(=O)c1ccc(Nc2nc(SCC(=O)c3ccccc3)nc3c2CCC3)cc1
  95	84	111	91	109	102	104	102
- COc1ccc(-c2n[nH]nc2-c2cc(OC)c3c(c2)OCO3)cc1
  6.6*	28	16	54	34	15	46	68
- COc1cc(/C=N/n2c(CN3CCCCC3)nc3ccccc3c2=O)cc(OC)c1OC
  106	97	115	100	110	103	111	103
- c1ccc(-c2nc3sc(C(c4ccccc4)c4ccccc4)nn3c2-c2ccccc2)cc1
  81	89	96	93	86	106	102	92
- N#Cc1c(-c2cccc(F)c2)cc(-c2ccc(Br)s2)[nH]c1=O
  60	58	66	nt	67	69	71	87
- O=C(Nc1nc2ccc(Cl)cc2s1)c1cc(-c2ccc(Cl)cc2)n2nc(-c3ccccc3)cc2n1
  96	108	92	99	95	92	96	117
- Nc1nc2[nH]cc(CCc3ccc(C(=O)N[C@@H](CCC(=O)O)c4nn[nH]n4)cc3)c2c(=O)[nH]1
  99	102	110	86	101	102	116	99
- O=C(c1ccccc1)C1(Br)CCCCC1
  104	91	105	95	95	97	101	99
- CCC1(c2ccccc2)C(=O)N=C(N)N(C#N)C1=O (centres undefined)
  130	92	136	104	102	108	109	108
- CCc1c[n+]([O-])c(C)cc1[N+](=O)[O-]
  111	94	101	nt	93	102	111	67
- C=CCn1cc(-c2nc3ccc(C(=C(C#N)C#N)c4ccccc4)cc3[nH]2)c2cc(-c3ccc4ccccc4c3)ccc21
  111	84	115	93	96	103	115	111
- Cc1nnc(Nc2ccc(NC(=O)Nc3ccc(Cl)cc3)cc2)c2ccccc12
  44	-34*	11	8.4*	-9.9*	3.4*	-12*	74
- Cc1cc(C)c(C)c(O)c1
  nt	105	nt	111	149	95	144	109
- Clc1cccc(-c2nc(N3CCOCC3)c3c4c(sc3n2)CCCC4)c1
  81	95	100	79	106	105	97	97
- CN(CC(=O)Nc1nc2ccccc2[nH]1)S(=O)(=O)c1ccc(Cl)cc1
  54	67	99	77	100	87	121	nt
- CC(=O)N[C@@H](CO)CC(=O)c1ccc2c(c1N)C=CC(C)(C)O2
  122	100	105	105	104	101	104	nt
- CCOC(=O)c1nn(-c2ccccc2)/c(=N/N=Cc2cn(-c3ccccc3)nc2-c2cc3ccccc3oc2=O)s1
  112	91	108	90	105	109	111	98
- Cc1ccc(S(=O)(=O)NN/C(N)=N\S(=O)(=O)c2cc(C)c(Cl)cc2SCc2ccccc2)cc1
  87	84	nt	88	76	71	94	97
- CC1=NC2=NN/C(=N\N)NN2C(c2ccccc2)=C1
  98	93	110	111	71	112	101	110
- CCCCCCCC/C=C\CCCCCCCCOc1cccc(CCOP(=O)(O)OCC[N+](C)(C)C)c1
  102	75	93	nt	96	88	91	nt
- S=c1[nH]cc[nH]1
  130	111	107	96	97	113	108	97
- CC(C)(C)n1cc(-c2ccnc(NCCCNS(=O)(=O)c3ccc(C(F)(F)F)cc3)n2)c(-c2ccc(Cl)c(O)c2)n1
  95	87	82	76	94	81	84	98
- COc1cc(/C=C/C(=O)CC(=O)/C=C/c2ccc(OC(=O)C3C4CC5CC(C4)CC3C5)c(OC)c2)ccc1OC(=O)C1C2CC3CC(C2)CC1C3 (centres undefined)
  93	114	108	99	78	129	131	102
- C[n+]1c2ccccc2c(NC2CCNCC2)c2[nH]c3ccccc3c21
  -46*	-73*	nt	-9.2*	-16*	-38*	11	57
- Cn1cc(Nc2ncc(C(N)=O)c(NCCCNC(=O)C3CCC3)n2)cn1
  49	95	65	109	66	75	104	107
- CC(=O)OCc1cc(C(C)(C)C)c(O)c(C(C)(C)C)c1
  96	111	99	102	107	111	116	110
- Nc1cccc(C(=O)NO)c1
  128	101	113	90	103	94	106	96
- CC(CNC(Cc1ccccc1)c1ccccc1)NC(Cc1ccccc1)c1ccccc1 (centres undefined)
  73	61	61	15	45	75	64	77
- O=C(OCC1OC(n2cnc3c(=S)nc[nH]c32)C(OC(=O)c2ccc([N+](=O)[O-])cc2)C1OC(=O)c1ccc([N+](=O)[O-])cc1)c1ccc([N+](=O)[O-])cc1 (centres undefined)
  109	100	98	81	106	nt	106	98
- CC(C)CNC(=O)c1ccccc1Cl
  101	99	97	99	105	103	107	96
- COc1cccc(C(=O)NNc2nc(N3CCN(C4CCCCC4)CC3)nc(N3CCN(C(c4ccccc4)c4ccccc4)CC3)n2)c1
  87	40	56	29	9.4*	74	64	23
- COc1ccc(C(=O)/C=C/c2cccc(Cl)c2Cl)cc1S(N)(=O)=O
  74	33	nt	-17*	23	36	-19*	35
- NCc1ccc(S(N)(=O)=O)cc1
  102&102&104	100&104&105	107&92&95	87&100&98	112&92&90	146&110&116	128&110&106	124&104&108
- Nc1ccc2ccc(N)cc2c1
  68	81	88	88	33	104	92	nt
- CCn1c(SCC(=O)Nc2nc3ccc(OC)cc3s2)nnc1-c1cccnc1Nc1cc(OC)c(OC)c(OC)c1
  109	85	121	79	91	93	124	104
- Cc1c(C(=O)NO)sc2ncnc(Nc3ccc(NC(=O)Nc4cccc(C(F)(F)F)c4)cc3)c12
  109	96	115	96	105	90	108	106
- C=CCOC(=O)C1=C(C)NC2=C(C(=O)CC(C)(C)C2)C1c1ccccc1 (centres undefined)
  92	87	99	83	104	84	109	104
- C/C(=N\NC(=S)Nc1ccccc1)c1nnn(-c2ccc(Br)cc2)c1C
  66	54	95	60	91	88	90	101
- COc1ccc(CCC2NCCc3c(Br)c4c(c(OC)c32)OCO4)cc1 (centres undefined)
  -17*	-32*	-19*	31	23	8.9*	1.1*	37
- COc1ccc(-n2cc(-c3ccccc3)c3c(SCC(=O)N/N=C/c4ccc(N(C)C)cc4)ncnc32)cc1
  100	90	90	96	98	98	106	109
- N=C1c2ccccc2-c2ccccc21
  103	112	106	103	nt	102	121	99
- O=C(Nc1ccc([N+](=O)[O-])cc1)N1CCCCC1
  86	103	104	91	103	113	108	101
- CCC/C=C(/C=O)CC
  105	105	112	93	99	96	109	nt
- COc1ccc(C2CC(=O)c3c(nc4ccc(Cl)cc4c3N)C2)cc1OC (centres undefined)
  107	96	91	97	94	99	102	113
- C=C(C)C(=O)Nc1ccccc1
  96	101	99	85	96	99	113	86
- O=S(=O)(Nc1nc2ccccc2[nH]1)c1ccc2ccccc2c1
  99	94	89	95	nt	109	104	99
- CCn1cnc2c(SC3CCCC3)ncnc21
  126	105	84	89	98	122	125	nt
- COc1ccc(/C=N/NC(N)=S)c(OC)n1
  94	97	102	80	103	103	99	nt
- Oc1ccc(-c2ccc3c(c2)ncn3-c2ccc(O)cc2)cc1
  126	102	72	75	100	100	114	113
- O=C(/C(=C/c1ccc(F)cc1)c1ccccc1)c1ccccc1
  96	nt	80	88	nt	104	121	93
- Cc1ccc(-c2nc(C#N)c(S(=O)(=O)n3ncnc3N)o2)cc1
  100	97	103	91	61	105	109	92
- Cc1ccc2c(=O)cc(C(=O)Nc3sc4c(c3C(=O)NCc3cccnc3)CCCC4)oc2c1C
  109	97	107	94	100	92	104	104
- Cc1ccc2c(C)c3c(ccc4ccccc43)c[n+]2c1
  98	74	37	-8.0*	-8.1*	78	78	69
- CCOC(=O)c1nnn(-c2ccccc2)c1C1=CN(C)CCC1
  103	100	99	93	104	92	111	99
- CS(=O)(=O)OCC1C2CC(CC2OS(C)(=O)=O)C1c1ccccc1 (centres undefined)
  104	89	104	100	95	104	108	122
- FC(F)Oc1ccc(C(Nc2ccc(Cl)cc2)c2nnnn2C2CCCCC2)cc1OC1CC1 (centres undefined)
  83	75	82	69	105	88	103	99

Gathered by group, the entries above with a cyano group.
Each structure is followed by: SK-MEL-2	UACC-62	BT-549	T-47D	MALME-3M	HS 578T	SK-MEL-28	UACC-257
- N#Cc1c(-c2cccc(F)c2)cc(-c2ccc(Br)s2)[nH]c1=O
  60	58	66	nt	67	69	71	87
- CCC1(c2ccccc2)C(=O)N=C(N)N(C#N)C1=O (centres undefined)
  130	92	136	104	102	108	109	108
- C=CCn1cc(-c2nc3ccc(C(=C(C#N)C#N)c4ccccc4)cc3[nH]2)c2cc(-c3ccc4ccccc4c3)ccc21
  111	84	115	93	96	103	115	111
- Cc1ccc(-c2nc(C#N)c(S(=O)(=O)n3ncnc3N)o2)cc1
  100	97	103	91	61	105	109	92

Remaining list, next part:
Each structure is followed by: SK-MEL-2	UACC-62	BT-549	T-47D	MALME-3M	HS 578T	SK-MEL-28	UACC-257
- N#CC1=C(n2cccc2)NC2c3ccccc3Sc3ccccc3N2C1=N (centres undefined)
  103	82	111	77	111	nt	80	109
- CC(C)OC(=O)[C@]12CCC(C)(C)C[C@H]1C1=CC[C@@H]3[C@@]4(C)C/C(=C/c5cnc[nH]5)C(=O)C(C)(C)[C@@H]4CC[C@@]3(C)[C@]1(C)CC2
  109	78	101	74	103	107	110	106
- CCCNC(=O)c1ccc(NS(=O)(=O)c2ccc3c(c2)OCCCO3)cc1
  100	86	101	89	84	93	nt	97
- CC(CO)Cc1ccc(C(C)(C)C)cc1 (centres undefined)
  123	97	102	132	97	105	108	97
- NS(=O)(=O)c1ccc(Nc2nc(N/N=C/c3cn(-c4ccccc4)nc3-c3ccc(Br)cc3)nc(Nc3ccccc3)n2)cc1
  86	98	94	72	88	105	87	100
- c1cncc(CNc2ccccc2-c2nnc(Nc3ccc4c(c3)OCO4)o2)c1
  66	3.8*	39	44	32	35	44	56
- CN1CCN(c2cccc3c2C[C@H](CN2CCC[C@H]4CCc5cccnc5[C@H]42)NC3)CC1
  nt	101	79	98	98	nt	100	78
- Cc1ccc2cc(/C=C3\SC(=O)NC3=O)c(Cl)nc2c1
  96	85	85	90	94	100	98	93
- Cc1ccc(C)c2c1sc1nc3nc4sc5cc(Cl)ccc5n4c(=N)c3c(=O)n12
  133	111	106	78	135	98	110	117
- COc1ccc(-c2cc(C#N)c(NNC(C)=O)[nH]2)cc1
  102	103	119	165	106	107	115	108
- COc1cc2occ(-c3cc(OC)c4c(c3)OCO4)c(=O)c2cc1OC
  83	71	90	85	80	92	80	90
- C=CCn1c(C)nc2ccc(Nc3nc(N4CCOCC4)nc4ccccc34)cc21
  104	114	96	101	nt	96	112	106
- O=C1OC(N2CCCCC2)c2nc3ccccc3c(/C=C/c3ccccc3)c21 (centres undefined)
  112	95	107	79	104	103	107	101
- O=P(OCCCl)(OCCCl)C(O)c1ccccc1Cl (centres undefined)
  112	106	107	98	97	106	113	137
- Cn1cccc1-c1cc(-c2ccc(Br)cc2)n(Cc2ccccc2)c(=O)c1C#N
  110	92	103	92	114	118	115	98
- CC(C)C(=O)Nc1ccc(Cl)c(Cl)c1
  102	94	99	107	114	105	106	109
- CC1CCCC[N+]12CCCC2 (centres undefined)
  97	101	100	96	108	103	99	96
- CN1C2C=CC(=O)C1C1C(=O)N(c3ccccc3)C(=O)C12 (centres undefined)
  46	84	53	68	83	78	95	82
- COc1ccc(C2CC(c3cc(Cl)c(C)cc3OC)=NN2c2ccc(S(N)(=O)=O)cc2)cc1OC (centres undefined)
  96	65	83	77	101	101	108	87
- COc1ccc(C(=O)/C=C/c2c(Cl)c3c(c(OC)c2Cl)OCC(=O)N3)cc1
  nt	47	-15*	25	67	39	48	50
- CNC1=C([N+](=O)[O-])C(c2ccc(Br)cc2)C(C#N)=C(c2ccc[nH]2)O1 (centres undefined)
  101	93	101	85	107	101	106	105
- COC(=O)c1cc2oc(/C=C3/N=C(c4ccccc4)OC3=O)cc2n1C
  nt	106	123	101	109	97	128	100
- CC(=O)Nc1cccc(Nc2nccc(N[C@@H](C)c3ccccc3)n2)c1
  42	21	9.7*	40	29	nt	49	41
- Cc1cccc(NC(=O)Oc2ccc(Cl)c3cccnc23)c1
  91	102	96	90	105	100	104	101
- CC(C(=O)N1CCN(c2cccc(Cl)c2)CC1)c1ccc(NS(=O)(=O)c2ccccc2)cc1 (centres undefined)
  103	72	94	79	80	106	102	102
- NC(=O)c1ccccc1
  102	93	144	94	140	nt	119	104
- COc1ccc(-c2cc(-c3cc(Cl)cc(Cl)c3Cl)[nH]n2)cc1
  90	73	76	62	77	98	104	nt
- N#Cc1c(Oc2ccc(Cl)cc2)nc2n(c1=O)-c1ccccc1Sc1ccccc1-2
  81	56	71	47	nt	92	93	88
- C#Cc1cccc(NC(=O)C2CCN(C(=O)CCl)CC2)c1
  81[8.25 µM]	62[8.25 µM]	62[8.25 µM]	82[8.25 µM]	76[8.25 µM]	76[8.25 µM]	102[8.25 µM]	73[8.25 µM]
- COc1ccc(CCc2ccc3ccccc3n2)cc1
  96	93	103	96	92	124	117	95
- Cc1cc(C(=O)c2cccc(Cl)c2)ccc1O
  nt	105	nt	114	116	109	112	128
- Cc1c(C(=O)NCCc2ccc(N3CCCC3)cc2)nn(-c2ccc(Cl)cc2Cl)c1-c1ccc(Cl)cc1
  64	92	98	44	98	108	102	71
- C=C1[C@]2(C(=O)OC)C=C(C=O)C(O)[C@@]1(C)CC1[C@@]3(C)CC[C@H](O)C(C)(C)C3CC[C@]12C (some centres undefined)
  114	85	126	97	111	105	115	96
- COc1ccc(CNc2ccc(Nc3ncc(NC(=O)Nc4cc(OC)cc(OC)c4)c(Oc4ccc(OC)cc4)n3)cn2)cc1
  87	94	90	86	110	75	87	84
